# Pol iota inh: DNA polymerase iota (human) inhibition. Q9UNA4. Potency, µM (doses to about 115 µM), for the others: at the highest dose activity, negative = inhibition, actives largely listed as inhibitors. Pol iota fluorescent replication assay, 10 min. 1% of 390,000 active; note: potency is the fitted concentration of half-maximal effect
#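 Pol iota at 10 nM preincubated 15 min with compounds at room temperature; reaction started with fluorescent substrate, 50 nM final. Fluorescence read kinetically at 0 and 10 min; buffer-only wells as negative control.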
# 12-LOX inh: blocks human arachidonate 12S-lipoxygenase; P18054; 1.1% of 580,000 active; Potency, µM (series often up to 108 µM), without a hit: at the highest dose activity change, negative = inhibition, hits mostly inhibitors; AID 1671190; purified 12hLO, xylenol orange hydroperoxide absorbance; note: potency is the fitted concentration of half-maximal effect; % is set by controls: 0 for no effect and ±100 for the full control effect
# Target sequence (P18054 whole entry, looked up): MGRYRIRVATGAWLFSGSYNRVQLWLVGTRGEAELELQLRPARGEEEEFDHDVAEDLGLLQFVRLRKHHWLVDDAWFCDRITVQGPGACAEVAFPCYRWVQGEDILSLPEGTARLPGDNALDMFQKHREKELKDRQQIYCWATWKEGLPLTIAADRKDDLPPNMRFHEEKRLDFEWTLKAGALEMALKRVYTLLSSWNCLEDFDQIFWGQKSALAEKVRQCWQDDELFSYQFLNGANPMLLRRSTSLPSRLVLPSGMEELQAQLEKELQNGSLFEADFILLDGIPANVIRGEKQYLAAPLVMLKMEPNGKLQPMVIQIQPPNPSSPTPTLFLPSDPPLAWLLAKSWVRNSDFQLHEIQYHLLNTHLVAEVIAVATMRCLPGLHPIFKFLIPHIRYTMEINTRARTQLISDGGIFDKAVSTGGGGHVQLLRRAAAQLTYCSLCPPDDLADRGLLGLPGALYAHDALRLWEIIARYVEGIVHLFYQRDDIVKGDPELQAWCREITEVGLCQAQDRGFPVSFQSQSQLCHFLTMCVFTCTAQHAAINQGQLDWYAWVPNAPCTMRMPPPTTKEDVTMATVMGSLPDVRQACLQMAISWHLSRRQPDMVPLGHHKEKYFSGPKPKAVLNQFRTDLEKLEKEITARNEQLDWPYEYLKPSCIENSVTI
#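 Purified human 12hLO at 150 nM in 25 mM Hepes, 0.01% Triton X-100, pH 7.0, preincubated 15 min at room temperature with compound. Reaction started with 40 uM arachidonic acid, 30 min at room temperature. Hydroperoxide measured by Fe-xylenol orange, 573/405 nm absorbance ratio.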
# APE1 inh: APE1 (human) endonuclease inhibition; 0.35% of 350,000 active; AID 2517; P27695; Potency, µM (doses to about 65.8 µM), without a hit: at the highest dose activity change, negative = inhibition, actives largely listed as inhibitors; recombinant APE1, TAMRA/BHQ-2 abasic DNA cleavage fluorescence;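 note: potency is the fitted concentration of half-maximal effect; plate controls were vehicle for no effect and reference inhibitor for full effect; nearly all actives have a fitted effect of over 55% in size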
#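 Incision of a quenched TAMRA/BHQ-2 THF abasic-site duplex (50 nM) by 0.75 nM APE1, after 15 min compound preincubation, measured as fluorescence increase over three 60 s reads. Values normalized to buffer, DMSO and NSC13755 control wells.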
# TRHR agonist: TRH receptor (human) agonism. TRHR cells, calcium flux fluo-8, FDSS agonist mode. activation, % at 2 µM. 0.18% of 360,000 active. P34981. AID 493084; in the data active = activation above about 30%; note: 0% is about no effect
#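 TRHR-expressing cells, plated overnight in medium with 10% serum, were loaded with fluo-8 calcium dye at room temperature. After a 10 s baseline, library compound was pin-added and calcium release was recorded kinetically (ex 480/em 530) as agonist response.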
# ERG Ets-DNA blk: ERG Ets/DNA interaction inhibition. 0.028% of 370,000 active. fluorescence polarization, His-ERG Ets domain / labelled DNA. Potency, µM (series often up to 76.9 µM), inactives show at the highest dose FP activity, negative = inhibition, most hits filed as inhibitors. P11308; active = well fitted inhibition curve with a large enough effect in the polarisation, with a control signal flat; inconclusive = small, poorly fitted or top-dose-only effect, or effect the other way, or a change in a side signal; inactive = no such curve, though single readings can be large or run the other way; the % refers to the polarisation;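 note: polarization taken with two DNA probes labelled with fluorescein and Texas red; potency is the fitted concentration of half-maximal effect; % of control where 0% means no effect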
# Target sequence (P11308 whole entry, looked up, the tested form may be a part): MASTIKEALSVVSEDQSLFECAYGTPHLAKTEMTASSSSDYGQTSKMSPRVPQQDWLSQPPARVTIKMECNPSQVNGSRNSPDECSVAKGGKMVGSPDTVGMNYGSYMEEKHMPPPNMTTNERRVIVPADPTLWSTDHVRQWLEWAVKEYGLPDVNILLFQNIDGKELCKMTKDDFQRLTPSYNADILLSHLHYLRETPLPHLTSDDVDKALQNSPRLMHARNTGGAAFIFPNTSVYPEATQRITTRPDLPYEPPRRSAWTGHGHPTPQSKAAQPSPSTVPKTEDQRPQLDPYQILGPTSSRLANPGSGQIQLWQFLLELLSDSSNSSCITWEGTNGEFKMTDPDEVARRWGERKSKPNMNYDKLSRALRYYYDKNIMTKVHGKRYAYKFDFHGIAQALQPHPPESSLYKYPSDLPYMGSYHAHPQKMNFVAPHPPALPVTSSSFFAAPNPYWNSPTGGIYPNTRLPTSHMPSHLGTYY
#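 His-tagged ERG Ets domain (1 uM in the protein solution; 300mM KCl, 50mM Tris-HCl, 1mM EDTA, 1mM DTT, pH 7.5) received compound, then a probe mix of 5 nM fluorescein-DNA and 100nM Texas-615-DNA. Fluorescence polarization was read for both dyes.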
# Anesthetic bind: candidate novel general anesthetic via apoferritin binding | P02791 | apoferritin/1-aminoanthracene competitive binding, fluorescence | Potency, µM (doses to about 77.5 µM), without a hit: at the top dose activity change, negative = displacement, hits mostly inhibitors | 0.074% of 350,000 active | AID 485281; note: potency is the fitted concentration of half-maximal effect; % is set by controls: 0 for no effect and ±100 for the full control effect; nearly all actives have a fitted effect of over 20% in size
#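 Concentration-response curves derived by four-parameter Hill fitting of normalized fluorescence, where compounds displaced 1-AMA from 10 uM horse apoferritin following a brief 10 min room-temperature incubation; propofol titration acted as positive control.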
# BLM inh: Bloom syndrome helicase (human) inhibition; Potency, µM (top dose mostly 56.1 µM), for inactives: at the top dose activity change, negative = inhibition, most hits filed as inhibitors; 0.2% of 350,000 active; recombinant BLM DNA unwinding, fluorescence dequenching;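 note: potency is the fitted concentration of half-maximal effect; plate controls were vehicle for no effect and no enzyme for full effect; nearly all actives have a fitted effect of over 35% in size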
# Pol kappa inh: blocks human DNA polymerase kappa activity; Q9UBT6; purified Pol kappa, fluorescent DNA synthesis assay, 10 min; Potency, µM (top dose mostly 107 µM), for inactives: top-dose activity, negative = inhibition, usual class: inhibitors; 0.53% of 400,000 active; note: potency is the fitted concentration of half-maximal effect; % is set by controls: 0 for no effect and ±100 for the full control effect
#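 Here, compound and 10 nM enzyme are combined for 15 min at room temperature; adding 50 nM substrate (final) starts DNA synthesis, tracked by fluorescence at 0 and 10 min against buffer-only wells.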
# Pol beta inh: blocks human DNA polymerase beta activity; P06746; Pol beta primer extension/strand displacement, fluorescence kinetic; Potency, µM (titrated, usually from 114 µM), for the others: top-dose activity change, negative = inhibition, hits mostly inhibitors; 1.3% of 340,000 active; note: potency is the fitted concentration of half-maximal effect; % is set by controls: 0 for no effect and ±100 for the full control effect
#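 Homogeneous kinetic assay of primer extension and strand displacement by 10 nM Pol beta, preincubated 15 min at room temperature with compound before 50 nM substrate (final) was added. Read at 0 and 10 min; four-parameter Hill fit.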
# * = called active by the depositor; i = inactive; ? = inconclusive; nt = not tested or not shown; & = joins results of further samples; [ ] = remark or other dose. Unless noted, calls come from the whole dose curve; as a rule, active = well fitted curve in the direction sought with a large enough effect; inconclusive = small, poorly fitted or top-dose-only effect, or another doubt; inactive = no such curve, though single readings can be large; an effect the other way counts as inactive or inconclusive.
SMILES,Pol iota inh,12-LOX inh,APE1 inh,TRHR agonist,ERG Ets-DNA blk,Anesthetic bind,BLM inh,Pol kappa inh,Pol beta inh
N=c1n(CCN2CCOCC2)c2ccccc2n1CC(=O)c1cccc([N+](=O)[O-])c1,48%[activator],0%,-3%,-0.5,3%,-12%,-2%,-4%,21%
Cc1cc(=O)oc2c(C)c(OC(C)C(=O)NCCCN3CCOCC3)ccc12 (centres undefined),10%,4%&43%,37%,-0.6,-18%,5%,2%,5%,1%
CCCNC(=O)C1(CC2CC(c3ccccc3)=NO2)CCN(C(=O)c2ccccc2)CC1 (centres undefined),?,8%,1%,-0.4,-3%,nt,nt,-8%,nt
Cn1c(=O)c2c(nc(NCc3ccc4c(c3)OCO4)n2C)n(C)c1=O,3%,5%&6%,-1%,0.2,nt,-4%,-2%,-9%,-10%
COC(=O)c1ccccc1NC(=O)C1CC(=O)N(c2ccccc2)C1 (centres undefined),2%[58.9 µM],8%,1%,-0.3,4%,-8%,1%,-3%,6%
CC(C)CCN1CCN(Cc2ccc(C#CCCO)cc2)CC1CCO (centres undefined),42%[activator],19%,-4%,1.0,-9%,-5%,-4%,-1%,-6%
O=C1c2ccccc2-c2nc3ccccc3cc21,90%[activator],-1%,-8%,-0.8,18%,-6%,-2%,-5%,13%
CC1=C(C#N)C2(O)C(=O)c3ccccc3C2(O)N1 (centres undefined),157%[activator],1%,3%,0.3,1%,-3%,-7%,0%,22%
C=CCc1ccccc1OCCn1ccnc1,8%,-14%,2%,-0.7,1%,-5%,1%,0%,-18%
Cc1cc(N2CC(=O)N(CCc3ccccc3)C(=O)C2)n2ncnc2n1,9%,-17%,6%,0.5,7%,-11%,-3%,-4%,-27%
CC(C)(C)NC(=O)c1ccc(Sc2ccccc2)c([N+](=O)[O-])c1,6%,3%,-5%,0.5,4%,?,-10%,-4%,-1%
COc1ccc(/C=C/C(=O)NCCN2CCOCC2)cc1OC,-2%,0%,-7%,0.2,-15%,-3%,-4%,1%,-19%
COc1ccc(C(=O)Nc2ccccc2C(=O)NCC2CCCO2)cc1 (centres undefined),27%,5%,-2%,0.1,-4%,-3%,-1%,-6%,43%
C/C(=N\NC(=O)CSc1nc2nc(C)cc(C)n2n1)c1ccccc1,-7%,5%,18%,0.7,nt,-10%,-1%,1%[60.1 µM],22%
Cc1cccc(OCCCC(=O)Nc2ccc(N3CCOCC3)cc2)c1,17%,2%,0%,-0.3,nt,-10%,-4%,-10%,23%
NC(=O)NC(=O)CSc1nnc(-c2ccco2)n1Cc1ccccc1,19%,0%,3%,-0.8,6%,-10%,-2%,10%,9%
Cc1cc(NC(=O)CSc2nnnn2-c2ccccc2F)no1,154%[activator],-7%,4%,0.0,2%,-3%,-5%,-3%,-14%
CCN1CCN(c2cc(C)c3cc(NC(=O)/C=C/c4ccc(OCCC(C)C)cc4)ccc3n2)CC1,10%,?,nt,0.0,3%,-6%,0%,1%,9%
NC(N)=N/N=C/c1ccc(Cl)c(Cl)c1,-14%,?,2%,0.3,-6%,-16%,2%,-9%,3%
CCOC(=O)C1=C(CC)Nc2ccccc2N=C1NC(=O)c1cc(S(=O)(=O)N(C)C)ccc1Cl,6%,0%,-2%,-0.6,-4%,-12%,-3%,-19%,0%
CC(Sc1ccc(Cl)cc1)C(=O)NCC1CCCO1 (centres undefined),6%,0%,2%,0.0,2%,-10%,0%,-10%,10%
CCN1CCCc2cc(CN(CCN3CCOCC3)C(=S)Nc3ccccc3C)ccc21,18%,?,8%,-0.3,-3%,-11%,0%,-13%,-10%
CCOC(=O)C1CCN(C(=O)CCc2nnc3ccc(NCc4ccco4)nn23)CC1,?,11%,10%,0.6,6%,-11%,-10%,-31%,3%
O=C(OCCOc1ccccc1)c1cc(S(=O)(=O)N2CCOCC2)ccc1Cl,19%,14%,1%,0.7,2%,nt,nt,3%,nt
CCOC(=O)CN(C)C(=O)CCc1nnc(-c2ccsc2)o1,13%,-3%,4%,0.2,8%,-6%,-6%,14%,?
O=C(Nc1ccccc1F)c1oc2ccccc2c1NC(=O)c1c(F)cccc1F,20%,-14%,nt,0.4,5%,-7%,-2%,-3%,23%
CCOc1ccc(CCNC(c2nnc(-c3ccccc3)o2)c2ccccc2Cl)cc1OCC (centres undefined),?,0%,nt,4.3,-2%,46%[activator],-10%,0%,2%
CC(C)OC(=O)c1c(NC(=O)c2cnn3c2NC(c2ccccc2)CC3C(F)F)sc2c1CCCC2 (centres undefined),nt,nt,0%,0.3,nt,-6%,0%,nt,-13%
O=C(Nc1nnc(S(=O)(=O)N2CCOCC2)s1)c1ccccc1,?,-14%,-26%,0.3,-5%,-13%,-9%,?,?
Cc1c(C(=O)N/N=C/c2cccnc2)sc(N)c1C#N,19%,i,-2%,1.3,-5%,0%,-7%,8%,33%
CCc1ccc(CN(C)C(=O)C2CCC(=O)N(CC3CCCCC3)C2)cc1 (centres undefined),19%,372%[activator],52%[activator],-0.6,15%,-23%,-2%,-6%,11%
CC(C)(C)c1ccc(S(=O)(=O)Nc2ccc(Cc3ccncc3)cc2)cc1,-2%,-4%,3%,3.1,-5%,-12%,-12%,-12%,?
CCc1nc2ccccc2c(C(=O)OCC(=O)NC2CCCC2)c1C,50%[activator],1%&48%,-2%,nt,-4%,nt,nt,-3%,nt
CN(CC(=O)Nc1ccc(S(=O)(=O)N2CCCC2)cc1)Cc1ccc(Cl)c(Cl)c1,-11%,0%,3%,1.0,8%,73%[activator],-4%,-8%,-13%
Cc1cc(C(=O)NC2CCCc3ccccc32)c(C)o1 (centres undefined),3%,?,2%,0.3,-1%,?,-5%,-14%,16%
Cc1cc(NC(=O)COC(=O)c2ccc(F)c(S(=O)(=O)N3CCOCC3)c2)no1,22%,-27%,-2%,0.2,3%,-4%,-4%,-6%,0%
CC(=NNC(=O)CSCC(=O)NN=C(C)c1ccccc1)c1ccccc1,24%,18%,nt,nt,16%,nt,nt,2%,nt
CC(C)Cn1c(N)c(C(=O)COC(=O)c2cccc(F)c2)c(=O)n(C)c1=O,-6%,-10%,-1%,1.6,4%,?,-3%,-18%,0%
CN(C(=O)c1ccc(NC(=O)Cc2ccc(NC(=O)C3CCCN(C(=O)CCc4ccccc4)C3)cc2)cc1)C1CC1 (centres undefined),25%,-3%,1%,1.9,14%,nt,nt,-4%,nt
OC(COc1ccccc1)CN1C2=NCCCN2c2ccccc21 (centres undefined),19%,nt,-3%,1.3,10%,-1%,-7%,-8%,15%

# One compound at a time, from the list above. Order of screens: Pol iota inh, 12-LOX inh, APE1 inh, TRHR agonist, ERG Ets-DNA blk, Anesthetic bind, BLM inh, Pol kappa inh, Pol beta inh
# Shown for Cc1c(C(=O)N/N=C/c2cccnc2)sc(N)c1C#N → 19%, i, -2%, 1.3, -5%, 0%, -7%, 8%, 33%
# Shown for CC(=NNC(=O)CSCC(=O)NN=C(C)c1ccccc1)c1ccccc1 → 24%, 18%, nt, nt, 16%, nt, nt, 2%, nt

# Next section
SMILES,Pol iota inh,12-LOX inh,APE1 inh,TRHR agonist,ERG Ets-DNA blk,Anesthetic bind,BLM inh,Pol kappa inh,Pol beta inh
O=C(NCc1cccs1)C(=O)NCC(c1ccco1)N1CCN(c2ccc(F)cc2)CC1 (centres undefined),24%,-17%,5%,-0.3,2%,2%,-12%,-14%,-1%
Cc1c(Nc2nc(-c3ccccc3)cs2)c(=O)n(-c2ccccc2)n1C,3%,-17%,3%,0.0,6%,6%,1%,4%,1%
COc1cc(OC)c(S(=O)(=O)Nc2ccc(C(=O)N3CCCC3)cc2)cc1NC(C)=O,16%,16%,-3%,0.7,7%,-6%,-1%,13%,2%
CC(=O)Nc1cc(C(=O)OCC(=O)c2ccccc2)ccc1C,5%,-4%,-3%,0.1,7%,-8%,0%,-13%,2%
Cc1cccc(NC(=O)C2CCN(C(=O)c3ccco3)CC2)c1C,24%,-12%,13%,1.0,14%,-3%,2%,-10%,-26%
O=C(NN1CCN(Cc2ccccc2)CC1)c1ccc(N2CCOCC2)c([N+](=O)[O-])c1,-6%,0%,2%,0.1,-2%,-8%,-2%,-2%,-3%
COc1cccc(C(=O)NCC(c2ccc3c(c2)OCO3)N2CCN(C)CC2)c1 (centres undefined),15%,-16%,nt,0.3,-3%,-12%,2%,-4%[60.1 µM],1%
COc1ccccc1-c1c(-c2ccc(OCC(=O)NN)cc2O)n[nH]c1C(F)(F)F,10%,-12%,23%,0.5,-4%,-14%,-2%,-3%,22%
COCCCNC(=S)Nc1ccc(CC(=O)O)cc1,-6%,-3%,1%,0.3,-5%,2%,5%,-7%,14%
O=C(Cc1cccs1)NC1CC(=O)N(c2ccc(F)cc2)C1 (centres undefined),6%,?,nt,0.5,-1%,5%,0%,-7%[60.1 µM],-1%
CCOC(=O)C1CCN(CCC(=O)Nc2ccccc2Cl)CC1,-15%&5%,-29%&-6%,6%,1.1&-0.2,1%&-7%,-8%&-5%,-1%&2%,7%&-4%,-15%&18%
Nc1ccc(OC(=O)Nc2ccc(O)cc2)cc1,20µM*,?,?,-1.2,3%,1%,?,-8%,32%
O=C1N(Cc2cccc(Cl)c2)C[C@@H]2C[C@@H](c3ccc4nonc4c3)N3CCC[C@@]123,22%,-7%,13%,-0.7,-1%,37%[activator],0%,1%,2%
COc1ccc(C(=O)OCCCOC(=O)c2ccc(OC)cc2OC)c(OC)c1,14%,-2%,24%,-0.5,-3%,-6%,-5%,-1%,82%

# Entries above that contain a cyano group:
SMILES,Pol iota inh,12-LOX inh,APE1 inh,TRHR agonist,ERG Ets-DNA blk,Anesthetic bind,BLM inh,Pol kappa inh,Pol beta inh
CC1=C(C#N)C2(O)C(=O)c3ccccc3C2(O)N1 (centres undefined),157%[activator],1%,3%,0.3,1%,-3%,-7%,0%,22%
Cc1c(C(=O)N/N=C/c2cccnc2)sc(N)c1C#N,19%,i,-2%,1.3,-5%,0%,-7%,8%,33%

# This is a subset (hit frequency here may not be typical).
